GPR151 activ – human GPR151 activation; Q8TDV0; activation, % at 11.2 µM; PathHunter beta-arrestin GPR151 cells, luminescence; 650,000 tested, 1% active; in the data active = activation above about 4.9%;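 note: 0% = median of compound wells and 100% = cells with positive control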
Target sequence (Q8TDV0 whole entry, looked up): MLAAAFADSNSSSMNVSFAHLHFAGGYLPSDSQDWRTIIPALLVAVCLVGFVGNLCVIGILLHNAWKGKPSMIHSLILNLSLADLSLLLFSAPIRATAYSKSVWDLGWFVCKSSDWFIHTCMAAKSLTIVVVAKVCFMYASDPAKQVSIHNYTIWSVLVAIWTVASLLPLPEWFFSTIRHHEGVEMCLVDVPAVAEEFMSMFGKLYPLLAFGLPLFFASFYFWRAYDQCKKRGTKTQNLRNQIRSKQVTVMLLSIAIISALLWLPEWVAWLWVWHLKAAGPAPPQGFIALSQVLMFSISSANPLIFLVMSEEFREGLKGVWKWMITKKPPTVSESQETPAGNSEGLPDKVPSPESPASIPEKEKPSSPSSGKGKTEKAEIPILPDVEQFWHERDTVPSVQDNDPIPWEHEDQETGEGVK
MITF primary – inhibitors of human MITF | O75030 | AlphaScreen MITF homodimerization, bead proximity signal | inhibition, % at 2.6 µM | 650,000 tested, 0.91% active | AID 1259374; in the data active = inhibition above about 50%;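 note: 0% = vehicle wells with protein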
Target sequence (O75030 whole entry, looked up): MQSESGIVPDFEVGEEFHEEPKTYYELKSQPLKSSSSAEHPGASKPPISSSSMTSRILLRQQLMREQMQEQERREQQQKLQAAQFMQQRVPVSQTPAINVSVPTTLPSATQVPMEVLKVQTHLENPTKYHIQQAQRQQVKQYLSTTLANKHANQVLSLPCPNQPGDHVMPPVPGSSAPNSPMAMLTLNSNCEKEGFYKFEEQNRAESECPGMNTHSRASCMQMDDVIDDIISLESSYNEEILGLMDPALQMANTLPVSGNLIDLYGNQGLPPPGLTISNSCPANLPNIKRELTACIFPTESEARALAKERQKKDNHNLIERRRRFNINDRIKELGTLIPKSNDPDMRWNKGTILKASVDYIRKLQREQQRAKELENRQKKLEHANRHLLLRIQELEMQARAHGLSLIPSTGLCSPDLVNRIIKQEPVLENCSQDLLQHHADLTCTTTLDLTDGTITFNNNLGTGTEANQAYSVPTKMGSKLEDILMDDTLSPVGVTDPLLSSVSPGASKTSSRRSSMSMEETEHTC
TEAD-YAP block – TEAD-YAP interaction inhibition; HEK-TIYL cells, TEAD-Gal4/YAP UAS-luciferase luminescence; inhibition, % at 9.12 µM; 640,000 tested, 1.4% active; in the data active = inhibition above about 32%;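 note: 0% = median of test compound wells and 100% = reference inhibitor wells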
FBW7 activator – human FBW7 E3 ligase activation, primary screen. Q969H0. AlphaScreen FBW7–phospho-cyclin E peptide binding, activator screen. normalized activity (activation), % at 26.1 µM. 650,000 tested, 0.13% active; in the data active = normalized activity above about 1.9%;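 note: purified mutant Fbw7 with reduced substrate affinity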
* hit, by the source's call.

SMILES	GPR151 activ	MITF primary	TEAD-YAP block	FBW7 activator
CCC(C)C(=O)Nc1nnc(-c2cccs2)s1 (stereo not drawn)	-0.5	-7	-9	-0.1
O=[N+]([O-])c1cc(S(=O)(=O)N2CCOCC2)ccc1N/N=C/c1ccc(F)cc1	1.1	6	6	0.1
CC(C)(C)OC(=O)COC(=O)c1cccnc1Nc1ccccc1F	0.8	-2	0	0.1
CCOc1ccc(C(=O)Nc2ccc(NC(=O)c3ccccc3)cc2)cc1Br	2.2	2	-6	0.0
C=CCN1C(=O)C(O)(CC(=O)c2ccc(OCC)cc2)c2cc(Br)ccc21 (stereo not drawn)	1.0	-20	0	-0.1
COc1ccc(C(=O)Nc2nc3ccc(C)cc3s2)cc1Cl	0.9	-3	-15	-0.1
CC(C)(C)n1c(=O)cc(-c2ccccc2)[nH]c1=O	-0.8	-5	-8	0.3
O=C(NCCN1Cc2ccccc2OC(c2ccsc2)C1)c1cc(=O)c2ccccc2o1 (stereo not drawn)	1.2	0	9	0.2
O=C(CCCc1nc2ccccc2s1)Nc1ccccc1	-0.3	14	-36	0.7
CC1CCN(C(=O)CSc2nc3ccc([N+](=O)[O-])cc3s2)C(C)C1 (stereo not drawn)	-0.6	9	12	0.1
CCOC(=O)c1cc(CC)sc1NC(=O)c1cc2ccccc2cc1NS(=O)(=O)c1ccc(C)cc1	0.6	2	10	-0.2
C/C(CC1CC2=C(CC1(C)C)C(C)(C)CCC2)=N\NC(N)=O (stereo not drawn)	0.4	5	-11	-0.1
Cc1ccc(/C=N/NC(=O)c2cc(-c3ccco3)[nH]n2)cc1	1.3	10	7	0.0
O=C1c2ccccc2NC(c2cccc(O)c2)N1NS(=O)(=O)c1ccccc1 (stereo not drawn)	-0.7	4	-5	0.0
COC(=O)CCC(=O)Oc1ccc(Cl)cc1[N+](=O)[O-]	0.2	1	18	0.1
COc1cccc(OC)c1C(=O)N1CCN(c2ccc(C(F)(F)F)cc2[N+](=O)[O-])CC1	0.1	-6	-16	0.0
Cc1ccc(/C(O)=C/c2nc3nonc3[nH]c2=O)cc1	-0.3	-3	-19	-0.2
N#CCSc1nc2ccccc2c(=O)n1CCc1ccccc1	0.7	14	-3	-0.1
O=C1C(Cl)=C(N2CCCC2)C(=O)N1c1ccc(F)cc1	-1.2	-9	5	0.2
CC(C(=O)N1CCC(C2(Cc3ccccc3F)NC(=O)NC2=O)CC1)c1ccccc1 (stereo not drawn)	1.8	15	3	0.1
COC(=O)c1c(N2C(N)=C(C#N)C(c3ccc(Br)cc3)C3=C2CC(C)(C)CC3=O)sc2c1CCCCC2 (stereo not drawn)	0.1	11	9	0.0
COc1ccc(-c2nc(Nc3ccc(Oc4ccccc4)cc3)c3ccccc3n2)cc1OC	0.0	10	18	-0.1
CC(=O)N1CC(C)Sc2cc(S(=O)(=O)NCCCc3ccccc3)ccc21 (stereo not drawn)	-0.4	0	15	-0.1
c1ccc(N2CCN(c3ccnc4c(-c5ccsc5)cnn34)CC2)nc1	1.1	6	4	1.0
O=Cc1cccn1-c1nnc(N2CCCC2=O)s1	0.9	-7	-2	-0.3
COc1cccc(N(C(=O)c2csnn2)C(C(=O)NC(C)(C)C)c2ccc(F)cc2)c1 (stereo not drawn)	0.4	8	-1	-0.1
O=S(=O)(NCCCN1CCOCC1)c1cccs1	0.1	14	-1	0.1
O=C(Cc1ccc(Cl)c(Cl)c1)N1CCn2c(nnc2C2CC2)C1	-0.2	23	0	0.3
N#CC1=C(N)SC(N)=C(C#N)C1c1cccc(O)c1	0.8	2	-13	-0.5
Cc1nnc(NC(=O)CSc2nn3c(=O)c(C)nnc3s2)s1	1.0	12	8	-0.5

Three neighbouring entries out of the list so far, quoted:
SMILES	GPR151 activ	MITF primary	TEAD-YAP block	FBW7 activator
N#CCSc1nc2ccccc2c(=O)n1CCc1ccccc1	0.7	14	-3	-0.1
O=C1C(Cl)=C(N2CCCC2)C(=O)N1c1ccc(F)cc1	-1.2	-9	5	0.2
CC(C(=O)N1CCC(C2(Cc3ccccc3F)NC(=O)NC2=O)CC1)c1ccccc1 (stereo not drawn)	1.8	15	3	0.1

Additional results follow:
SMILES	GPR151 activ	MITF primary	TEAD-YAP block	FBW7 activator
CSc1cc2sc(C)nc2c2ccccc12	0.4	13	3	0.4
COc1cc(OC)cc(C(=O)Nc2cc(-c3cn4nc(OC)ccc4n3)ccc2OC)c1	0.9	12	-7	-0.1
CCOc1ccc(CN2CCN(C3CCC3)CC2CCO)cc1 (stereo not drawn)	1.2	-5	3	0.1
Cc1ccnc(NC(=O)C2CCCC2)c1	-0.2	16	-11	0.5
COc1cc(C2Nc3ccc(Cl)cc3C(c3ccccc3)O2)cc(Br)c1OC (stereo not drawn)	3.1	-4	7	0.0
COc1ccc(C2Oc3ccc(C)cc3C3=C2C(c2cccs2)n2ncnc2N3)cc1 (stereo not drawn)	-0.6	-13	-12	0.1
O=C1N(c2ccccc2)C2CS(=O)(=O)CC2N1c1cccc(Cl)c1 (stereo not drawn)	0.0	-1	-5	-0.1
O=C(OCCN1C(=O)c2cccc3c(N4CCOCC4)ccc(c23)C1=O)c1ccccc1Cl	1.5	1	-6	0.1
COc1ccccc1NC(=O)CC(O)(C(F)(F)F)C(F)(F)F	5.8*	3	14	0.4
CC(C)N1CCc2c(sc(NC(=O)c3ccc4ncsc4c3)c2C(N)=O)C1	2.0	-4	-24	-0.1
CCOc1ccc(-n2c(=S)sc3c(=O)n(-c4ccc(C)cc4)c(SCC(=O)Nc4cc(OC)ccc4OC)nc32)cc1	0.4	8	-1	-0.2
COc1cc(C2C(C#N)=C(N)Oc3c2oc(CO)cc3=O)ccc1OC(C)C (stereo not drawn)	-0.5	3	3	-0.1
COc1cc(NS(=O)(=O)c2ccc(NC(=O)c3ccc(Br)o3)cc2)nc(OC)n1	-0.7	5	-2	-0.1
CCOC(=O)CN1C(=O)C(O)(CC(=O)c2cccc3ccccc23)c2ccccc21 (stereo not drawn)	0.1	2	3	-0.1
CCCCNS(=O)(=O)c1ccc(S(=O)(=O)N2CCN(CCC#N)CC2)cc1	-1.1	-4	-1	0.6
Cc1nn(-c2ccccc2)c(Cl)c1C1C(C#N)=C(N)OC2=C1C(=O)CC(C)(C)C2 (stereo not drawn)	0.0	11	-1	-0.1
C=CCc1c(C)nc(SC)[nH]c1=O	2.0	6	7	0.1
CC(C)(C)C(=O)CSc1nc2cc(C(=O)NCc3ccccc3Cl)ccc2c(=O)n1-c1ccccc1	1.6	9	9	0.0
CCOC(=O)c1c(NC(=O)c2ccccc2)sc2c1CCCC2O (stereo not drawn)	-0.6	11	-13	0.3
CCc1ccc(OCCCC(=O)Nc2nnc(C)s2)cc1	-0.4	-4	-8	-0.1

Some entries already given, limited to MITF primary, GPR151 activ and TEAD-YAP block.
smiles	MITF primary	GPR151 activ	TEAD-YAP block
CCCCNS(=O)(=O)c1ccc(S(=O)(=O)N2CCN(CCC#N)CC2)cc1	-4	-1.1	-1
Cc1nn(-c2ccccc2)c(Cl)c1C1C(C#N)=C(N)OC2=C1C(=O)CC(C)(C)C2 (stereo not drawn)	11	0.0	-1
C=CCc1c(C)nc(SC)[nH]c1=O	6	2.0	7
CC(C)(C)C(=O)CSc1nc2cc(C(=O)NCc3ccccc3Cl)ccc2c(=O)n1-c1ccccc1	9	1.6	9
CCOC(=O)c1c(NC(=O)c2ccccc2)sc2c1CCCC2O (stereo not drawn)	11	-0.6	-13

2 of these compounds in a different format:
| SMILES | GPR151 activ | MITF primary | TEAD-YAP block | FBW7 activator |
| --- | --- | --- | --- | --- |
| CCOC(=O)c1c(NC(=O)c2ccccc2)sc2c1CCCC2O (stereo not drawn) | -0.6 | 11 | -13 | 0.3 |
| CCc1ccc(OCCCC(=O)Nc2nnc(C)s2)cc1 | -0.4 | -4 | -8 | -0.1 |

(next part)
SMILES	GPR151 activ	MITF primary	TEAD-YAP block	FBW7 activator
CCOc1ccc(C(CC(=O)O)NC(=O)c2cccc(C)c2)cc1 (stereo not drawn)	-0.5	13	1	0.1
Cc1ccc(N2CC(NS(C)(=O)=O)CC2=O)cc1C (stereo not drawn)	0.7	-1	6	0.3
CCOC(=O)c1c(NC(=O)Cc2ccc(Cl)cc2)sc(C(=O)Nc2ccccc2F)c1C	-0.2	1	3	-0.1
O=C(Nc1ccccc1)NC1c2ccccc2Oc2ccccc21	6.6*	2	-14	-0.1
Cc1ccc(NC(=O)NCc2ccc3c(c2)OCO3)cc1	0.5	-1	-18	-0.2
CC(NCC(O)COc1ccccc1)c1ccccc1 (stereo not drawn)	-0.5	5	6	0.1
O=C(c1cccc([N+](=O)[O-])c1)N1N=C(C2CCCCC2)CC1(O)C(F)(F)F (stereo not drawn)	-0.7	15	3	0.4
Cc1ccc(C(=O)CCC(=O)Nc2nnc(C)s2)cc1	-0.9	0	3	0.0
O=C(CCCOc1ccc(Cl)cc1)Nc1ccccc1[N+](=O)[O-]	-1.1	19	5	-0.6
CCOC(=O)c1c(NC(=O)c2cc(OC)c(OC)c(OC)c2)sc(C(=O)Nc2cccc(C(F)(F)F)c2)c1C	2.9	17	9	0.7
CC(C)CCNC(=O)CSc1nc2ccsc2c(=O)n1CCCC(=O)O	-0.1	-2	-6	0.1
Cc1ccc(-c2noc(CNc3ccccc3)n2)cc1	0.2	-20	-34	0.0
COc1ccc(Cl)cc1C(=O)Nc1ccc(-c2nc3cccnc3s2)cc1C	-0.2	9	-11	-0.1
CCOC(=O)C[n+]1ccc(Cc2n[nH]c(=O)c3ccccc23)cc1	-1.9	11	-7	0.8
Cc1cccc(C(=O)N(CCN(C(=O)c2cccc(C)c2)c2ccccc2)c2ccccc2)c1	0.1	-4	7	-0.1
CC(NS(=O)(=O)c1ccc(S(=O)(=O)N2CCOCC2)cc1)c1cccs1 (stereo not drawn)	0.2	27	-4	-0.3
Cc1cccc(CN[C@H]2C[C@H]3C(=O)N[C@@H](Cc4c[nH]c5ccccc45)C(=O)N3C2)c1	0.0	8	-8	0.0
N#Cc1c(-c2ccc(F)cc2)[nH]c(=S)[nH]c1=O	2.1	-1	6	0.0
COc1ccc(Cl)cc1-c1noc(-c2ccc3c(c2)OCO3)n1	-0.5	7	-5	0.6
CCOC(=O)C1=C(C)Nc2[nH]c(=O)[nH]c(=O)c2C1c1cccs1 (stereo not drawn)	2.6	3	14	0.0
COC(=O)c1ccccc1OC(=O)c1ccc(NC(=O)c2ccccc2)cc1	-2.4	0	-1	-0.1
COc1ccccc1NC(=O)c1cc(C)oc1C	0.5	12	2	-0.1
Cc1ccc(SCC(=O)Nc2cc(C(=O)O)cc(C(=O)O)c2)cc1	0.5	12	4	0.1
CC(C)(C)NC(=O)COC(=O)CCc1nc2ccccc2s1	-0.7	10	9	0.4
CCN(CC)C(=O)CSc1nc2cc3c(cc2c(=O)n1CCCCCC(=O)NCc1ccc(OC)cc1)OCO3	-0.2	-13	1	-0.2
O=S(=O)(NCC1(CO)CC1)c1ccc(F)c(Cl)c1	0.6	10	1	0.2
CC(=O)N(c1ccc(C)cc1)c1ccc([N+](=O)[O-])cc1	0.0	-20	8	0.2
C=CCN1CCN(S(=O)(=O)c2cccc(C#N)c2)C(C(=O)N2CCCC2)C1 (stereo not drawn)	1.0	13	0	0.0
N#Cc1cc2cc3c(cc2nc1N1CCCN(C(=O)NC2CCCCC2)CC1)OCO3	-0.1	-13	-7	0.2
O=C(CSc1nc2ccsc2c(=O)n1Cc1ccc2c(c1)OCO2)c1ccc(Br)cc1	0.8	-11	-7	0.1

The closing two records of the part above are carried over, then new ones follow.
SMILES	GPR151 activ	MITF primary	TEAD-YAP block	FBW7 activator
N#Cc1cc2cc3c(cc2nc1N1CCCN(C(=O)NC2CCCCC2)CC1)OCO3	-0.1	-13	-7	0.2
O=C(CSc1nc2ccsc2c(=O)n1Cc1ccc2c(c1)OCO2)c1ccc(Br)cc1	0.8	-11	-7	0.1
CCC(=O)Nc1ccc(-c2cn3ccccc3n2)cc1	-5.1	3	40*	0.0
Cc1ccc(NC(=O)COC(=O)Cn2c(C)csc2=O)cc1C	-0.5	3	-6	0.1
CCOC(=O)C1=C(C)N=c2s/c(=C/c3cccc(OC)c3)c(=O)n2C1c1ccc(OC)c(OCC)c1 (stereo not drawn)	-0.8	8	2	0.1
O=C(Nn1c(-c2ccc(F)cc2)nc2ccccc2c1=O)c1cccc(Cl)c1	1.3	-1	6	-0.1
S=C(NCc1ccco1)N1CCOCC1	-1.1	-1	2	-0.1
BrC12CC3CC(C1)C(=NNc1nn[nH]n1)C(C3)C2	-0.5	-24	-1	-0.3
C=CCN1C(=S)NC2CC1(C)Oc1c(OC)cccc12 (stereo not drawn)	0.7	11	2	1.0
Fc1ccccc1-c1nnc2sc(-c3ccccc3)nn12	-0.8	1	9	0.0
Cc1cccc(-c2ncc(CN3CCN(CC(C)C)C(CCO)C3)cn2)c1 (stereo not drawn)	0.0	-12	-10	-0.2
COCc1nc2ccccc2n1Cc1ccc(Cl)cc1	-0.7	-19	-15	0.1
CCOc1nc(N2CCCCC2)nc(N2CCOCC2)n1	-0.3	-12	-4	0.3
CN(C)C(=O)/C=C/c1ccc2c(c1)OCO2	-1.3	13	-1	1.5
COC(=O)c1cc(Nc2ccc(N(C)C)cc2)c2cc(C)ccc2n1	0.7	18	14	-0.5
